# IMPase Li inh: membrane-permeable IMPase blocker, potentiated with lithium. Potency, µM (top dose mostly 59.4 µM), for the others: at the top dose activity, negative = IMPase inhibition, actives largely listed as inhibitors. 0.35% of 210,000 active. CHO-M1 cells, IP1 TR-FRET (IP-One), carbachol + lithium;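 note: IP1 builds up when IMPase is blocked and the TR-FRET signal falls; potency is the fitted concentration of half-maximal effect; plate controls were basal vehicle for no effect and high inhibitor control for full effect; nearly all actives have a fitted effect of over 50% in size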
#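 Lithium-sensitised IP1 accumulation assay; M1-expressing CHO cells treated 30 min at 37C with compound. Competitive antibody detection by time-resolved FRET followed a 10 min room-temperature lysis step.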
# CBFb RUNX1 block: blocks binding between human CBF-beta and RUNX1 | AlphaScreen CBFb-His/RUNX1-biotin binding, biochemical | Potency, µM (highest dose often 59.8 µM), inactives show at the highest dose activity, negative = inhibition, actives largely listed as inhibitors | 230,000 tested, under 10 active | AID 1477; note: % of control where 0% means no effect
# Target sequence (Q01196 whole entry, looked up): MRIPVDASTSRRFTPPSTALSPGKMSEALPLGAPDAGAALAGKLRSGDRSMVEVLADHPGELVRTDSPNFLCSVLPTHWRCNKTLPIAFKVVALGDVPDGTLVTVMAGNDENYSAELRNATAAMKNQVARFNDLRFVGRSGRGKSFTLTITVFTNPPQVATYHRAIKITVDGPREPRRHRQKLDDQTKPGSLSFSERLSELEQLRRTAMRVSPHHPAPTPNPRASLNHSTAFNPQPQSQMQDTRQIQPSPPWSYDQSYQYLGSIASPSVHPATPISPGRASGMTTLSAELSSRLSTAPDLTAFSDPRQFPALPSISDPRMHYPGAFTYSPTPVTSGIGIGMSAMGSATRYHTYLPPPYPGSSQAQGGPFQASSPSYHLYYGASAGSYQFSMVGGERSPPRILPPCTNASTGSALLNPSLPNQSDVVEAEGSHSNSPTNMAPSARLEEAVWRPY
# Target sequence (Q13951 whole entry, looked up): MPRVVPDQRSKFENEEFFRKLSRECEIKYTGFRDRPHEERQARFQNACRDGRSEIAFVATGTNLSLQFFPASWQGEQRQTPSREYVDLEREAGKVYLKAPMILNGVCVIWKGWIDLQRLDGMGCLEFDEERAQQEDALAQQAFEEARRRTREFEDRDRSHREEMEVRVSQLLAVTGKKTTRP
#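 AlphaScreen binding: CBFb-His and RUNX1-biotin (30 nM each) preincubated 20 min, compound added for 15 min, then nickel and streptavidin beads for 90 min, all at room temperature. Disruption of the interaction by any mechanism counts as activity.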
# Lamin A splicing: changes lamin A minigene splicing in HeLa cells; HeLa LMNA splicing GFP/RFP minigene ratio, 48 h; Potency, µM (series often up to 46.1 µM), for the others: at the top dose ratio change, negative = inhibition, most hits filed as inhibitors; 0.01% of 200,000 active; AID 1487; active = well fitted inhibition curve with a large enough effect in the signal ratio, with a control signal flat, not every such curve was filed as active; inconclusive = small, poorly fitted or top-dose-only effect, or effect the other way, or a change in a side signal; the % refers to the signal ratio; note: potency is the fitted concentration of half-maximal effect; % is set by controls: 0 for no effect and ±100 for the full control effect
#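 S3 HeLa cells stably expressing lamin A-EGFP splicing minigene plus DsRed2, 600 cells/well, 48 h compound exposure at 37C. Laser-scanning cytometry; analysed as GFP (500-530 nm)/RFP (575-640 nm) total intensity ratio; 0.5% DMSO vehicle.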
# Luc counter: Kinase-Glo luciferase inhibition (counter-screen); Q27757; Kinase-Glo luciferase, ATP luminescence, 8 min; Potency, µM (doses to about 38.3 µM), without a hit: top-dose activity change, negative = inhibition, hits mostly inhibitors; 0.28% of 200,000 active; AID 1379; note: potency is the fitted concentration of half-maximal effect; % is set by controls: 0 for no effect and ±100 for the full control effect; nearly all actives have a fitted effect of over 60% in size
#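 Compounds were added to a substrate mix at pH 7.2 (50 mM imidazole, 10 uM ATP, within the enzyme's linear range), followed by Kinase-Glo detection reagent; luminescence was measured after 8 minutes at ambient temperature.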
# NPSR antagonist: antagonists of human neuropeptide S receptor cAMP signaling; Q6W5P4; CHO-NPSR cells, cAMP TR-FRET, antagonist mode; Potency, µM (highest dose often 38.3 µM), for inactives: at the highest dose activity change, negative = inhibition, hits mostly inhibitors; 1% of 220,000 active; AID 1461; note: potency is the fitted concentration of half-maximal effect; % is set by controls: 0 for no effect and ±100 for the full control effect; nearly all actives have a fitted effect of over 50% in size; many of its hits are not listed in these tables
# HttQ103 aggreg: inhibitors of mutant huntingtin aggregate formation in PC12 cells; Potency, µM (top dose mostly 46.1 µM), inactives show at the highest dose activity change, negative = inhibition, usual class: inhibitors; 1.1% of 220,000 active; PC12 HttQ103-GFP aggregates, Acumen cytometry, 40 h; note: potency is the fitted concentration of half-maximal effect; % is set by controls: 0 for no effect and ±100 for the full control effect; nearly all actives have a fitted effect of over 60% in size
#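 Ecdysone-promoter PC12 model expressing HTT exon 1 Q103 fused to GFP, induced by tebufenozide at 100 nM final. Compounds titrated; aggregates sized 1–25 µm scored on a 488 nm laser cytometer.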
# Epigenetic reg: regulators of epigenetic silencing causing reporter derepression in mouse cells; AID 1865; 0.2% of 280,000 active; Potency, µM (titrated, usually from 53.9 µM), for inactives: at the highest dose GFP activation, usual class: activators; murine LDR cells, GFP reporter derepression, 30 h; note: potency is the fitted concentration of half-maximal effect; % of control where 0% means no effect; nearly all actives have a fitted effect of over 60% in size
#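 Murine LDR cells carrying a silenced, genomically integrated CMV-driven GFP reporter were exposed to compound for 30 hours at 37 C. After PBS washes, GFP-positive cells (20–120 um objects) were counted by laser-scanning microplate cytometry.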
# * marks the source's active call; other numbers are inactive results; ? = inconclusive; nt = no result given; [ ] = remark or other dose. Unless noted, calls come from the whole dose curve; as a rule, active = well fitted curve in the direction sought with a large enough effect; inconclusive = small, poorly fitted or top-dose-only effect, or another doubt; inactive = no such curve, though single readings can be large; an effect the other way counts as inactive or inconclusive. Not all compounds are listed; rates above refer to the full screens.
1: CCOC(=O)c1c(C)n(C)c2ccc(O)c(CN3CCCCC3)c12
2: Cc1ccc(/C=N/NC(=O)c2ccoc2C)s1
3: C#CCOCCOCCOCCNc1nc(N2CCN(C(=O)[C@H]([C@@H](C)CC)n3cc([C@@H](N)CO)nn3)CC2)nc(N2CCN(C(=O)[C@H](Cc3ccc(O)cc3)n3cc([C@@H](N)CC(C)C)nn3)CC2)n1
4: Nc1nc(NC(=O)c2ccco2)nn1-c1ccccc1
5: CC(=O)N1CCN(c2ccc([N+](=O)[O-])c(-n3nc(C)cc3C)c2)CC1
6: Cc1ccc(C)c2[nH]c(=O)c(CN(Cc3ccco3)C(=O)Nc3ccccc3)cc12
Assay by compound | 1 | 2 | 3 | 4 | 5 | 6
IMPase Li inh | 32%[38.3 µM] | 6% | 6% | -6%[38.3 µM] | -1% | 8%[38.3 µM]
CBFb RUNX1 block | 2% | 3% | 5% | -5% | 2% | ?
Lamin A splicing | -19% | 1% | nt | 8% | 7% | ?
Luc counter | 2% | ? | nt | 8% | 0% | -3%
NPSR antagonist | -18%[46.1 µM] | 6% | -23% | -19%[46.1 µM] | 18% | ?
HttQ103 aggreg | -22% | 24% | -9%[9.22 µM] | -10% | 13% | ?
Epigenetic reg | 0.0% | 0.0% | -6.0% | 1.5% | -1.3% | -1.6%

7: CCc1c(C)[nH]c(=S)c(C#N)c1C
8: CC(C)n1c(O)c(N=NC(=O)C2COc3ccccc3O2)c2ccccc21 (configuration not stated)
9: COc1ccccc1Nc1nc(N)nc(CSc2nccn2C)n1
10: O=C(CCCC(=O)OCC(Cl)=C(Cl)Cl)Nc1ccccc1F
11: c1ccc(CCNc2c3c(nc4ncnn24)CCC3)cc1
12: CCC(C)c1ccc2oc(-c3ccc(NC(=O)c4ncn[nH]4)cc3)nc2c1 (configuration not stated)
Assay by compound | 7 | 8 | 9 | 10 | 11 | 12
IMPase Li inh | -4%[38.3 µM] | 15% | 8% | 0% | -6%[38.3 µM] | 3%[38.3 µM]
CBFb RUNX1 block | 5% | -9% | 7% | 1% | -2% | ?
Lamin A splicing | 11% | ? | 8%[46 µM] | -14% | -2% | -2%
Luc counter | 2% | -1% | -1% | -2% | -2% | 2%
NPSR antagonist | -1%[46.1 µM] | 47% | -5% | 16% | 9%[46.1 µM] | -23%[46.1 µM]
HttQ103 aggreg | -2% | 16%[9.22 µM] | 17%[9.22 µM] | 6% | -15% | -9%
Epigenetic reg | 0.0% | 1.0% | 1.9% | -1.0% | 1.6% | -8.9%

# Record cards, from the list above. Order of values: IMPase Li inh | CBFb RUNX1 block | Lamin A splicing | Luc counter | NPSR antagonist | HttQ103 aggreg | Epigenetic reg
# CC(=O)N1CCN(c2ccc([N+](=O)[O-])c(-n3nc(C)cc3C)c2)CC1 is entered as -1% | 2% | 7% | 0% | 18% | 13% | -1.3%
# O=C(CCCC(=O)OCC(Cl)=C(Cl)Cl)Nc1ccccc1F is entered as 0% | 1% | -14% | -2% | 16% | 6% | -1.0%

# Further structures follow.
13: O=C(Nc1cccnc1)c1cc2cc(Br)ccc2oc1=O
14: C=CCn1c(COc2cccc(C)c2)nnc1SCC(=O)NC(=O)NCc1ccco1
15: O=C(Nc1ccc(Cl)cc1)Nc1ccccc1Sc1ncc([N+](=O)[O-])s1
16: CCc1ccc2c(c1)C1(NN=C(c3cccc4ccccc34)S1)C(=O)N2 (configuration not stated)
17: O=C(NCc1ccc(F)cc1)Nc1cccc([N+](=O)[O-])c1
18: COc1ccccc1NC(=S)N1CCCC1
Assay by compound | 13 | 14 | 15 | 16 | 17 | 18
IMPase Li inh | 10% | -3%[38.3 µM] | nt | 7% | 4% | 6%
CBFb RUNX1 block | 5% | -14% | -26% | ? | 2% | 8%
Lamin A splicing | -14%[46 µM] | 12% | nt | ? | -23%[46 µM] | 0%
Luc counter | -5% | 0% | nt | -1% | 1% | -1%
NPSR antagonist | -1% | -4%[46.1 µM] | ? | 6%[46.1 µM] | -2% | 8%
HttQ103 aggreg | 12% | -15% | 34%[9.22 µM] | ? | -4%[9.22 µM] | 8%
Epigenetic reg | 1.1% | -0.8% | ? | 2.0% | ? | 1.9%

19: CC(=O)N1c2ccc(Cl)cc2C2C=CCC2C1c1cccc2ccccc12 (configuration not stated)
20: O=C(Nc1ccc(Cl)cc1)N1CCN(c2ccccc2)CC1
21: CC(C)=N/N=C(\N)SCc1ccccc1
22: CCCOc1ccc(N2C(=O)CC(N3CCOCC3)C2=O)cc1 (configuration not stated)
23: CCO[C@@H]1OC(C(=O)N2CCCCCCC2)=C[C@H](c2cn(C(C)=O)c3ccccc23)[C@H]1CCCO
24: Cc1cc(C(=O)NC2CCCCC2)c(C)n1-c1ccc(F)cc1
Assay by compound | 19 | 20 | 21 | 22 | 23 | 24
IMPase Li inh | 16% | 2% | nt | 0%[38.3 µM] | 1% | 22%
CBFb RUNX1 block | 1% | 1% | 10% | 1% | 4% | -9%
Lamin A splicing | ? | -6% | nt | 0% | nt | -1%
Luc counter | -2% | -1% | nt | 2% | nt | 0%
NPSR antagonist | -30% | -1% | 2% | 11%[46.1 µM] | 18% | -20%
HttQ103 aggreg | ? | 2% | -18%[9.22 µM] | 16% | -2%[9.22 µM] | 3%
Epigenetic reg | 0.0% | -1.0% | -1.7% | 1.9% | -2.6% | 1.1%

# Ten of these compounds, reformatted.
# The line under a structure holds: IMPase Li inh | CBFb RUNX1 block | Lamin A splicing | Luc counter | NPSR antagonist | HttQ103 aggreg | Epigenetic reg
12. CCC(C)c1ccc2oc(-c3ccc(NC(=O)c4ncn[nH]4)cc3)nc2c1 (configuration not stated)
→ 3%[38.3 µM] | ? | -2% | 2% | -23%[46.1 µM] | -9% | -8.9%
13. O=C(Nc1cccnc1)c1cc2cc(Br)ccc2oc1=O
→ 10% | 5% | -14%[46 µM] | -5% | -1% | 12% | 1.1%
14. C=CCn1c(COc2cccc(C)c2)nnc1SCC(=O)NC(=O)NCc1ccco1
→ -3%[38.3 µM] | -14% | 12% | 0% | -4%[46.1 µM] | -15% | -0.8%
15. O=C(Nc1ccc(Cl)cc1)Nc1ccccc1Sc1ncc([N+](=O)[O-])s1
→ nt | -26% | nt | nt | ? | 34%[9.22 µM] | ?
16. CCc1ccc2c(c1)C1(NN=C(c3cccc4ccccc34)S1)C(=O)N2 (configuration not stated)
→ 7% | ? | ? | -1% | 6%[46.1 µM] | ? | 2.0%
17. O=C(NCc1ccc(F)cc1)Nc1cccc([N+](=O)[O-])c1
→ 4% | 2% | -23%[46 µM] | 1% | -2% | -4%[9.22 µM] | ?
18. COc1ccccc1NC(=S)N1CCCC1
→ 6% | 8% | 0% | -1% | 8% | 8% | 1.9%
19. CC(=O)N1c2ccc(Cl)cc2C2C=CCC2C1c1cccc2ccccc12 (configuration not stated)
→ 16% | 1% | ? | -2% | -30% | ? | 0.0%
20. O=C(Nc1ccc(Cl)cc1)N1CCN(c2ccccc2)CC1
→ 2% | 1% | -6% | -1% | -1% | 2% | -1.0%
21. CC(C)=N/N=C(\N)SCc1ccccc1
→ nt | 10% | nt | nt | 2% | -18%[9.22 µM] | -1.7%

# Remaining list, next part.
25: CC(=NCCCn1ccnc1)c1c(C)[nH]n(-c2ccc([N+](=O)[O-])cc2)c1=O
26: C=C(C)c1cccc(C(C)(C)NC(=O)Nc2nncs2)c1
27: CCCCNC(=O)N1CCN(Cc2ccc(F)cc2)CC1
28: Cc1nn(-c2ccccc2)c(C)c1/C=N/NC(=O)c1cc(C(C)(C)C)[nH]n1
29: Clc1ccc2c(c1)C1OCCC1C(c1ccco1)N2 (configuration not stated)
30: C/[N+]([O-])=C1\Cc2ccccc2C1=O
Assay by compound | 25 | 26 | 27 | 28 | 29 | 30
IMPase Li inh | 20% | nt | -7% | 40%[activator] | 3%[38.3 µM] | -6%[38.3 µM]
CBFb RUNX1 block | 6% | 12% | -2% | 2% | 4% | -2%
Lamin A splicing | ? | nt | nt | -13% | 4% | 2%
Luc counter | -18% | nt | 3% | 4% | ? | -3%
NPSR antagonist | 17% | -9% | 16% | -14%[46.1 µM] | 28%[46.1 µM] | -15%[46.1 µM]
HttQ103 aggreg | 17%[9.22 µM] | -5%[9.22 µM] | -11%[9.22 µM] | 1% | -6% | -8%
Epigenetic reg | -1.0% | -0.3% | 17% | 0.0% | 1.0% | -0.9%

# Screens (PubChem BioAssay)
